# Screens from PubChem.
# AHR activator = activates the human aryl hydrocarbon receptor; hit rate 2.5% among 320,000; AID 2796; AHR-responsive luciferase reporter cells, luminescence; activation, % at 5 µM; in the data active means activation above about 47%;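 further: 0% = vehicle wells and 100% = reference agonist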
# Target sequence (P35869 whole entry, looked up): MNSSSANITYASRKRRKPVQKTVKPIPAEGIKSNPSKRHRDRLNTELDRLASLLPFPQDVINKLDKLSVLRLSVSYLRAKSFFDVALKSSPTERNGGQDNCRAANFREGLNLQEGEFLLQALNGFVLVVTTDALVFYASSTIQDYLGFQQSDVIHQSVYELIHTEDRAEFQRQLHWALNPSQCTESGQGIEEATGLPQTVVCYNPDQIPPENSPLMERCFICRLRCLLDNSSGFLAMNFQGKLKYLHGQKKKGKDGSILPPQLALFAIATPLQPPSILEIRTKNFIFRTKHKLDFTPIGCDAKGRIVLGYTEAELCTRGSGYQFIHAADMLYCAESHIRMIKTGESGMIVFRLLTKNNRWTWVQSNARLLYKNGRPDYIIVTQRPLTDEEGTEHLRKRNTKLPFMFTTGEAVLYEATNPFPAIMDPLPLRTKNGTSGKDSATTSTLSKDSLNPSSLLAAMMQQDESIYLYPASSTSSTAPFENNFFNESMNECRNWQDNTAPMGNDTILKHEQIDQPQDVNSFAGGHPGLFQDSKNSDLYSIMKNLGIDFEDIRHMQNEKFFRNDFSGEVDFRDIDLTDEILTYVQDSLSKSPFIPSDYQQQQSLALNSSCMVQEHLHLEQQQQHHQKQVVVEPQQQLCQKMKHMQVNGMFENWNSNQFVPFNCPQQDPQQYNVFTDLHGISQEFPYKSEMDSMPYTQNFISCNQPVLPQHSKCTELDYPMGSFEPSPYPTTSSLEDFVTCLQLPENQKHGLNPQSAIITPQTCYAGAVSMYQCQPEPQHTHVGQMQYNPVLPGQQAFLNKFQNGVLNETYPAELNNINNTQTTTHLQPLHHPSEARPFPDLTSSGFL
# LAP4 TOR yeast = yeast TOR pathway LAP4-GFP modulation. S. cerevisiae LAP4-GFP multiplex, flow cytometry GFP, 3 h; median GFP as percent of DMSO wells. GFP response vs DMSO, % at 10 µM. hit rate 0.34% among 320,000;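 active means GFP response vs DMSO above a set limit, about the screen mean plus 3 SD, cut at about 150% in these data; inconclusive means under 70 cell events counted for the yeast strain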
# Yeast superoxide = lowers age-related superoxide in aged yeast cells. superoxide response (% of plate mean), % at 10 µM. hit rate 0.18% among 330,000. S. cerevisiae aged cells, superoxide DHE fluorescence; hits give low values;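 active means superoxide response under a set limit, about three screen SD below normal, cut at about 65% in these data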;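 further: yeast aged for seven days with compound at 30 °C before DHE staining; 100% = average MFI of all compound-treated wells on the plate with controls excluded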
# MEP2-GFP yeast = modulators of TOR pathway MEP2-GFP in S. cerevisiae; GFP response vs DMSO, % at 10 µM; hit rate 0.51% among 330,000; S. cerevisiae MEP2-GFP strain, flow cytometry GFP, 3 h; 100% = DMSO control level;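 active means GFP response versus DMSO above a set limit, roughly screen mean plus 3 SD, cut at about 180% in these data; inconclusive means fewer than 70 cells counted for a yeast strain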;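 further: median GFP fluorescence of the barcode-gated MEP2-GFP cells per well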
# proCasp3 act = activates human procaspase-3; activation, % at 8.5 µM; AID 463141; recombinant procaspase-3 D3A, Ac-DEVD-pNA absorbance 405 nm; P42574; hit rate 0.11% among 330,000;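 active means activation above the mean of all tested compounds plus 3 SD, cut at about 21% in these data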;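 further: 0% = DMSO alone and 100% = DMSO wells spiked with extra 5 µM PC-3 D3A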
#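 Assay system: Procaspase-3 D3A mutant, all three cleavage aspartates alanine. Buffer or medium: Zinc-free HEPES saline buffer with Triton X-100. Times: 1 h compound preincubation, 2 h substrate hydrolysis at 25 °C. Measured by: 405 nm absorbance of p-nitroaniline, reads at 0 and 120 min. Read-out basis: percent activation relative to control range. Replicates: singlicate.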
# JMJD2C inh = blocks human GASC-1 demethylase activity; Q9H3R0; GST-JMJD2C(1-420) H3K9me3 demethylation, DELFIA europium; inhibition, % at 2.35 µM; hit rate 0.069% among 330,000;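 active means more than half of a compound's replicate wells show inhibition beyond 50%, single wells judged on their own value; inconclusive means some, but no more than half, of replicates pass 50% inhibition; inactive means no replicate passes 50% inhibition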;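 further: signal counts dimethyl H3K9 product captured on neutravidin plate; 0% = median of DMSO wells and 100% = 0.3 times that DMSO median; strong numbers were not always called active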
# RPL19A TOR yeast = alters RPL19A-GFP fluorescence in TOR pathway yeast screen; S. cerevisiae RPL19A-GFP strain, flow cytometry, 3 h; hits give low values; percent response vs DMSO, % at 10 µM; hit rate 0.3% among 330,000; AID 2025;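 active means percent response vs DMSO below 50%; inconclusive means fewer than 70 events counted for the yeast strain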;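 further: median channel GFP fluorescence of the barcoded RPL19A-GFP strain; ratio of sample median GFP to plate DMSO average so 100% = DMSO; lower means less RPL19A-GFP as with rapamycin TOR inhibition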
# procasp7 counter = activates human procaspase-7, counter-screen for procaspase-3 activators; activation, % at 8.5 µM; P55210; recombinant procaspase-7, Ac-DEVD-pNA absorbance 405 nm; D23A/D198A/D206A triple mutant, cannot self-cleave; scale: DMSO 0, 5 µM enzyme 100; hit rate 0.093% among 330,000;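 active means percent activation above the screen-wide mean plus 3 SD, cut at about 25% in these data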
#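 buffer or medium = Zinc-free HEPES/NaCl buffer, pH 7.4 | material = Procaspase-7 triple mutant (PC-7 D3A) | input = 2 µM procaspase-7 mutant as dispensed | signal = Epi-absorbance of released pNA at 405 nm, two timepoints | timing = 1 h preincubation, 2 h reaction | replicates = singlicate compound testing | evaluation = % activation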
# * marks the source's active call; other numbers are inactive results; ? = inconclusive; nt = no result given; & = joins results of further samples.
SMILES,AHR activator,LAP4 TOR yeast,Yeast superoxide,MEP2-GFP yeast,proCasp3 act,JMJD2C inh,RPL19A TOR yeast,procasp7 counter
CC(=O)Nc1ccc(/C=C/c2noc(-c3ccccc3O)n2)cc1,4,99,85,110,3,-5,106,16
Cn1cccc1C(=O)NC(=O)CSc1nc2ccccc2s1,20,100,88,99,1,3,97,7
O=C(CCNC(=O)C1CCN(S(=O)(=O)c2ccccc2)CC1)NCc1ccccn1,-1,106,99,102,3,7,96,7
O=C(COC(=O)/C=C/c1ccc(S(=O)(=O)N2CCOCC2)cc1)NCc1ccc2c(c1)OCO2,-3,100,89,99,1,-12,97,7
O=C1CCCC(O)=C1N=Nc1c(Cl)cc(C(F)(F)F)cc1Cl,9,94,108,90,3,-3,88,5
CN1CCN(CC(=O)Nc2nnc(-c3cccs3)s2)CC1,111*,96,115,100,10,-1,100,13
COc1ccc(Cn2ccc(=O)c(Cc3c(Cl)cccc3Cl)c2C)cc1,6,99,98,101,5,0,100,5
O=S(=O)(c1ccc(Br)s1)N1CCN(c2ccccn2)CC1,0,112,103,100,2,18,96,5
CC(C)(C)c1cc(C(=O)NC2CC2)n(Cc2ccc(F)cc2)n1,1,105,85,93,-7,5,96,7
O=C(OCc1nnc(-c2ccccc2)o1)c1ccc2c(c1)C(=O)N(CCc1ccccc1)C2=O,-1,103,106,111,-10,-30&-2,101,-1
CSc1ccc(S(=O)(=O)Nc2ccc3c(c2)NC(=O)CC3)cc1,1,104,100,100,-1,11,96,-2
CC(C)n1c(SCC(=O)c2ccc3c(c2)OCCO3)nc2c1c(=O)n(C)c(=O)n2C,0,95,100,105,9,-169,95,4
COc1cccc(/C=N/NC(=O)CCn2cnc3ccccc32)c1,33,99,83,88,5,2,93,9
COC(=O)Cn1cnc2sc(C)c(S(=O)(=O)N3CCN(c4ccccc4OC)CC3)c2c1=O,8,106,95,114,2,-2,106,-1
Cc1cccc(C(=O)NC(C)C(=O)NC(c2nc3ccccc3[nH]2)C(C)C)c1 (centres undefined),0,96,89,97,-2,0,100,13

# Taken from above:
# Value for `COc1cccc(/C=N/NC(=O)CCn2cnc3ccccc32)c1` under AHR activator: 33
# Value for `O=C(CCNC(=O)C1CCN(S(=O)(=O)c2ccccc2)CC1)NCc1ccccn1` under RPL19A TOR yeast: 96
# Value for `CC(=O)Nc1ccc(/C=C/c2noc(-c3ccccc3O)n2)cc1` under MEP2-GFP yeast: 110
# Value for `O=S(=O)(c1ccc(Br)s1)N1CCN(c2ccccn2)CC1` under MEP2-GFP yeast: 100
# Value for `Cc1cccc(C(=O)NC(C)C(=O)NC(c2nc3ccccc3[nH]2)C(C)C)c1` (centres undefined) under RPL19A TOR yeast: 100

# Continued:
SMILES,AHR activator,LAP4 TOR yeast,Yeast superoxide,MEP2-GFP yeast,proCasp3 act,JMJD2C inh,RPL19A TOR yeast,procasp7 counter
CC(C)(C)c1ccc(-c2nc(C#N)c(NCCCn3ccnc3)o2)cc1,31,110,102,102,-6,10,107,-2
O=C(CCN1C(=O)S/C(=C\c2ccccc2)C1=O)Nc1ccc(S(=O)(=O)Nc2nccs2)cc1,-1,105,95,116,-5,-9,96,-5
CC(C)(C)NC(=O)CON=C1c2ccccc2-c2ccccc21,33,96,97,103,0,4,100,-6
COC(=O)C1=C(C)C(c2cccs2)NC(=O)N1C (centres undefined),2,98,79,101,1,-1,nt,-10
Cc1ccc(-c2nnc(SCC(=O)CC(=O)Nc3ccccc3)n2C)cc1,-2,106,118,106,-1,-2,101,-10
COC(=O)COc1nsnc1N1CCOCC1,0,97,96,102,4,-2,101,7
Cc1ccc2c(CN3CC(C)CC(C)C3)cc(=O)oc2c1 (centres undefined),0,97,92,104,1,-1,106,2
CSCCC(C(=O)O)N1C(=O)c2ccc(C(=O)O)cc2C1=O (centres undefined),-1,87,83,93,-2,0,88,8
CCc1ccc2[nH]c(=O)c(CN(Cc3ccc4c(c3)OCO4)Cc3nnnn3C3CCCC3)cc2c1,62*,94,85,99,-12,1,100,-1
CCOCCCNC(=O)C1CCN(c2cc(C)nc3c(-c4ccc(OC)c(OC)c4)c(C)nn23)CC1,0,96,90,101,-1,7,97,0
NC(=O)NC(=O)CC1S/C(=N/N=C2/NC(=O)CS2)NC1=O (centres undefined),5,98,105,97,7,6,92,3
CC(NC(=O)c1cc2cc(Br)ccc2oc1=N)c1ccccc1 (centres undefined),-2,101,113,100,-7,-11,110,-2
CCc1nc(SCc2ccccc2C)n[nH]1,nt,95,99,107,nt,0,102,nt
O=C(Nc1nncs1)c1ccc(N2C(=O)C3C4C=CC(C4)C3C2=O)cc1 (centres undefined),8,102,96,102,5,-1,101,3
Cc1ccc(-c2n[nH]c(=S)n2/N=C/c2ccc(C)o2)cc1,32,92,95,103,-15,5,100,-10

# Exported with two lines to a compound: entries from further up
# Values in the order – AHR activator	LAP4 TOR yeast	Yeast superoxide	MEP2-GFP yeast	proCasp3 act	JMJD2C inh	RPL19A TOR yeast	procasp7 counter
- Cc1ccc(-c2nnc(SCC(=O)CC(=O)Nc3ccccc3)n2C)cc1
    -2	106	118	106	-1	-2	101	-10
- COC(=O)COc1nsnc1N1CCOCC1
    0	97	96	102	4	-2	101	7
- Cc1ccc2c(CN3CC(C)CC(C)C3)cc(=O)oc2c1 (centres undefined)
    0	97	92	104	1	-1	106	2
- CSCCC(C(=O)O)N1C(=O)c2ccc(C(=O)O)cc2C1=O (centres undefined)
    -1	87	83	93	-2	0	88	8
- CCc1ccc2[nH]c(=O)c(CN(Cc3ccc4c(c3)OCO4)Cc3nnnn3C3CCCC3)cc2c1
    62*	94	85	99	-12	1	100	-1
- CCOCCCNC(=O)C1CCN(c2cc(C)nc3c(-c4ccc(OC)c(OC)c4)c(C)nn23)CC1
    0	96	90	101	-1	7	97	0

# More structures follow.
SMILES,AHR activator,LAP4 TOR yeast,Yeast superoxide,MEP2-GFP yeast,proCasp3 act,JMJD2C inh,RPL19A TOR yeast,procasp7 counter
CN(C)CCCN(C(=O)c1ccc(C(=O)c2ccccc2)cc1)c1nc2ccc(F)cc2s1,2,93,90,89,5,5,94,-3
COc1cccc(OCCCCCCN2CCOCC2)c1,-2,88,81,94,4,1,93,1
Cc1ccc(S(=O)(=O)N(C)C)cc1NC(=O)COC(=O)Cc1ccccc1F,1,103,103,96,-11,3,100,4
CCOC(=O)c1ccc(N=c2scc(C)n2CC)cc1,3,100,95,115,-7,5,111,-9
CC(C)c1ccc(Nc2nnc(SCC(=O)Nc3ncc(S(=O)(=O)c4ccc([N+](=O)[O-])cc4)s3)s2)cc1,1,98,120,101,2,1,107,-1
COc1ccc(N2CCN(c3ccc(Cl)nn3)CC2)cc1,-8,103,100,95,-1,-1,96,6
Cc1ccc(NC(=O)C2(NC(=O)c3cccc(N4C(=O)CSC4c4ccccc4)c3)CCCCC2)cc1 (centres undefined),2,95,103,102,6,-8,100,9
NS(=O)(=O)c1ccc(NC(=O)Nc2cccc3ccccc23)cc1,4,91,104,93,0,2,98,0
CCOC(=O)CCCCCC(=O)Nc1ccc2c(c1)CC(=O)N([C@H](C)CO)C[C@H](C)[C@H](CN(C)S(=O)(=O)c1ccc(OC)cc1)O2,1,nt,86,nt,2,43,nt,2
Cc1nn2c3c(cnc2c1-c1ccccc1)C(=O)CCC3,6,111,95,107,-1,-14,102,-7
O=C1C2C3C=CC(CC3)C2C(=O)N1c1ccc(Cl)cc1 (centres undefined),-2,55,93,75,-6,-3,76,8
CCOC(=O)CC1C(=O)NC2CCCCC2N1C(=O)Nc1ccc(Cl)cc1 (centres undefined),5,79,77,92,5,?,107,19
COc1ccc(C2CC(c3ccc4ccccc4c3)=NN2C(=O)CNC2CCCCC2)cc1 (centres undefined),5,101,92,99,5,4,95,-14
O=C(Nc1cccc(Cl)c1)c1ccc(F)c(S(=O)(=O)N2CCN(c3ccccn3)CC2)c1,2,95,111,90,0,-4,100,4
O=C(c1ccccc1)[C@H]1[C@H](c2ccccc2)[C@@]2(N=C(c3ccccc3)OC2=O)C2c3ccccc3C=NN21 (some centres undefined),12,99,105,100,-4,-4,101,-4

# A portion from further up, as a working copy:
SMILES,AHR activator,LAP4 TOR yeast,Yeast superoxide,MEP2-GFP yeast,proCasp3 act,JMJD2C inh,RPL19A TOR yeast,procasp7 counter
CN(C)CCCN(C(=O)c1ccc(C(=O)c2ccccc2)cc1)c1nc2ccc(F)cc2s1,2,93,90,89,5,5,94,-3
COc1cccc(OCCCCCCN2CCOCC2)c1,-2,88,81,94,4,1,93,1

# Continued.
SMILES,AHR activator,LAP4 TOR yeast,Yeast superoxide,MEP2-GFP yeast,proCasp3 act,JMJD2C inh,RPL19A TOR yeast,procasp7 counter
CN(Cc1ccco1)C(=O)c1ccc(CNS(=O)(=O)c2ccc3c(c2)C(C)(C)C(=O)N3C)cc1,-2,99,89,98,13,2,96,2
O=C(Cn1ncc2c([nH]c3ccccc32)c1=O)Nc1ccc(CN2CCCCC2)cc1,1,91,84,95,10,-33,97,7
O=C(NNC(=S)Nc1ccccc1)c1cccc(S(=O)(=O)N2CCOCC2)c1,1,101,111,90,3,-5,92,-11
CC1CCN(C(=O)CSc2nnc3ccc(-c4cccnc4)nn23)CC1,5,100,106,98,11,-6,96,8
O=C(NC1CCCc2ccccc21)C1CCCO1 (centres undefined),6,101,101,101,3,-31,100,0
CC(C)(C)c1ccc(-c2n[nH]c(=S)n2C2CCCC2)cc1,-1,89,102,102,-7,15,98,-31
O=C(Nc1cc2c(cc1Br)OCCCO2)c1cccnc1,0,104,99,100,0,11,97,6
COc1ccc(NC(=O)c2ccc3c(=O)n(CC4CCCO4)c(=S)[nH]c3c2)c(OC)c1 (centres undefined),-1,93,103,102,3,1,99,1
O=C(NNC(=O)c1cc(Br)c(Br)s1)c1csc(N2CCOCC2)n1,4,121,94,97,11,-13,95,-7
COC(=O)c1ccc(/C=C2/SC(=S)N(CCCC(=O)Nc3ccc(O)cc3)C2=O)cc1,-13,100,117,103,-4,7,110,-10
O=C(CN1CCOc2ccccc21)NCc1ccc(F)cc1,2,105,95,109,4,0,101,3
CCCCOc1ccc(N(CC(=O)NC2CCCCC2)C(=O)c2snc(C(N)=O)c2N)cc1,0,99,94,109,3,-22,105,0
O=C(CN1CCN(S(=O)(=O)c2ccc(F)cc2)CC1)NCc1cccs1,1,92,99,92,5,1,92,1
COc1ccccc1C(=O)NNC(=O)c1ccccc1[N+](=O)[O-],29,98,121,96,10,-5,101,3
Cc1cc(C)n(-c2cc(N3CCN(C(=O)c4cccc(F)c4)CC3)ccc2[N+](=O)[O-])n1,-1,91,98,96,-5,-365,97,5
CCCCNC(=O)CSc1cc(=O)n(C)c2ccccc12,-2,101,88,108,2,-13,100,0
CCOc1ccc(C2/C(=C(\O)c3cccc(OC)c3)C(=O)C(=O)N2c2ccccn2)cc1OC (centres undefined),0,101,97,92,-43,4,98,-18
